Screening data as filed in PubChem.
F-actin modifier: modifiers of F-actin cytoskeleton organization, primary screen, imaging, HUVEC, phalloidin staining, high-content imaging; HUVEC TNFa F-actin phalloidin imaging; inhibition, % at 2 µM; 91,000 compounds, 0.18% hits;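 active means inhibition above the batch mean plus 3 SD and confirmed as a hit by visual image inspection, cut at about 30% in these data, passing the limit was not always enough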; further: strong numbers were not always called active
sEH inhibitor: soluble epoxide hydrolase inhibitors, primary screen, biochemical, human sEH; Bifunctional epoxide hydrolase 2 (Homo sapiens), P34913; recombinant human sEH enzymatic activity assay; inhibition, % at 2 µM; 91,000 compounds, 0.34% hits; in the data active means inhibition above about 80%; further: values of inactives mirror those of a sister screen read the other way; many of its hits are not listed in these tables
sEH activator: soluble epoxide hydrolase activators, primary screen, biochemical, human sEH; Bifunctional epoxide hydrolase 2 (Homo sapiens), P34913; purified human sEH enzymatic activity, activator screen; activation, % at 2 µM; 91,000 compounds, 0.04% hits; in the data active means activation above about 37%; further: values of inactives mirror those of a sister screen read the other way
HUVEC tox IL1B: cytotoxicity in IL-1B stimulated HUVEC, primary screen, cytotoxicity control for IL-1B NFkB translocation project, imaging, Hoechst nuclear count, IL-1B stimulus | AID 845, 2007 | 94,000 compounds, 0.41% hits | HUVEC cell count loss | cell count reduction, % at 2 µM;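 active means cell count reduction more than 3 SD above the screen-wide mean, cut at about 70% in these data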;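 further: normalized per plate to untreated control cells as the no-loss baseline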
Smad3 inh: Smad3/FoxH1 peptide binding inhibitors, primary screen, biochemical, TR-FRET; Mothers against decapentaplegic homolog 3 (Homo sapiens), P84022; inhibition, % at 25 µM; TR-FRET Smad3/Dy647-FoxH1 peptide binding, europium anti-His; 88,000 compounds, 0.29% hits;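 active means compounds that reduce the energy-transfer binding signal between the protein and its labelled peptide by more than half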;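 further: 0% = Smad3 plus labelled peptide maximal FRET and 100% = peptide-only background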
Target sequence (P84022 whole entry, looked up): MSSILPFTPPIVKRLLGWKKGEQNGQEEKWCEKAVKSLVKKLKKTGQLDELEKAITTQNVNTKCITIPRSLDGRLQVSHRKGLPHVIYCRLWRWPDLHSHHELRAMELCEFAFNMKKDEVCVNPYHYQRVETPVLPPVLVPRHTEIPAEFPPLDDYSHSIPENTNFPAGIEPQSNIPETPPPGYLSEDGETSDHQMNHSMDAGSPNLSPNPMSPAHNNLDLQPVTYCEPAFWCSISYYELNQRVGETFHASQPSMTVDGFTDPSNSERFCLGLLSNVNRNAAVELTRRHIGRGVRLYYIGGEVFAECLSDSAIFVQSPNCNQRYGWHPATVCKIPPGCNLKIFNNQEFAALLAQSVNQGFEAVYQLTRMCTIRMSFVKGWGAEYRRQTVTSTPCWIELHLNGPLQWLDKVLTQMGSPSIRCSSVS
ERb SRC1 inh: inhibitors of ERβ-SRC1 coactivator interaction, primary screen, biochemical, TR-FRET, ERβ LBD, SRC-1 peptide. Estrogen receptor beta (Homo sapiens), Q92731. TR-FRET ER-beta LBD / SRC1-Cy5 peptide binding; receptor agonist-loaded with 1 µM estradiol. inhibition, % at 25.6 µM. 86,000 compounds, 1.3% hits. AID 633, 2007;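 active means compounds whose percent inhibition of the receptor-coactivator binding signal exceeds about 50% in the single-dose screen, limit read from the data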;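 further: 0% = receptor plus peptide wells without compound and 100% = peptide-only wells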
Target sequence (Q92731 whole entry, looked up, the tested form may be a part): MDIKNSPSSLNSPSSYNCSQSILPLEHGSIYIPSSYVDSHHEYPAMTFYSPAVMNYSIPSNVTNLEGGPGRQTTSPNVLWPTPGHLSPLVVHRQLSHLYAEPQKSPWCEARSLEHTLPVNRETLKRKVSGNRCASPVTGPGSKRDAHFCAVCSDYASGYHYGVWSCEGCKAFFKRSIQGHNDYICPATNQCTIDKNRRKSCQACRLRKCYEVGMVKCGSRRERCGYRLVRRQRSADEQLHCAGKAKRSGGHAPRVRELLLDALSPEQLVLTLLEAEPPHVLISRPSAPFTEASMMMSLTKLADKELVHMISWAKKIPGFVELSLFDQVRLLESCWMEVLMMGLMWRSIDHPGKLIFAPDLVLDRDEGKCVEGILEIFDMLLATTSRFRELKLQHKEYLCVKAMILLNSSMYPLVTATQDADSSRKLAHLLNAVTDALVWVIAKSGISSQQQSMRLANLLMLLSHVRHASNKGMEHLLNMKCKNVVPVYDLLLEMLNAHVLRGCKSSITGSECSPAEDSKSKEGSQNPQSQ
TNFa cytotox: cytotoxicity in TNFa-stimulated HUVEC, primary screen, cytotoxicity control for VCAM1 expression modulator project, imaging, Hoechst nuclei count | HUVEC TNFalpha-stimulated, Hoechst cell count | cell count reduction, % at 2 µM | 93,000 compounds, 0.17% hits | AID 848, 2007;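 active means cell count reduction exceeding the screen mean by over 5 SD, scaled to untreated wells per plate, cut at about 78% in these data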;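 further: cells counted after 24 h of TNF alpha exposure following the 1 h pretreatment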
VCAM1 TNFa inh: inhibitors of TNFa-induced VCAM1 expression, primary screen, imaging, HUVEC, TNFa stimulus, immunofluorescence. HUVEC TNFa-induced VCAM-1 immunofluorescence, high-content imaging. inhibition, % at 2 µM. 95,000 compounds, 0.48% hits. AID 802, 2007;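 active means inhibition above the batch mean plus 3 SD, with images confirmed as a hit by eye, cut at about 37% in these data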;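 further: 0% = TNF-stimulated DMSO wells and 100% = unstimulated control wells; not every result past the cut was called active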
Calb biofilm kill: clotrimazole potentiators killing Candida biofilms, primary screen, with clotrimazole, Alamar Blue; C. albicans biofilm + clotrimazole; inhibition, % at 6 µM; 85,000 compounds, 0.14% hits;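 active means inhibition above 20%; inactive means inhibition below 20%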;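 further: preformed 24 hr biofilms exposed to compound for 48 hr; 0% = biofilm without compound and 100% = blank killed by clotrimazole plus chlorhexidine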
* = called active by the depositor; nt = not tested or not shown; [ ] = dose if it differs, or a comment. This is a subset; count on the stated rates, not on these rows.

SMILES	F-actin modifier	sEH inhibitor	sEH activator	HUVEC tox IL1B	Smad3 inh	ERb SRC1 inh	TNFa cytotox	VCAM1 TNFa inh	Calb biofilm kill
COc1ccc(NC(=O)C2OCCc3ccccc32)c(OC)c1 (stereo unspecified)	-19	-12	14	14	10	-7	-16	-2	4
CCc1nc(NCCN2CCOCC2)c(C#N)c2c1CCCC2	11	5	-2	-16	-7	-7	-28	26	2
CCOc1ccc(N(CC(=O)NCCSc2ccccn2)S(C)(=O)=O)cc1	9	-10	9	-2	-4	8	20	3	9
Cc1ccc(NC(=O)c2cccs2)cc1NC(=O)c1ccco1	-10	5	-2	-1	-10	1[fluorescence artefact?]	-32	21	2
Fc1ccccc1CNc1ccc(Cl)c(Cl)c1	-26	3	-1	-11	nt	nt	9	18	nt
Cc1[nH]c(=O)[nH]c(=O)c1/C=N/NC(=O)[C@@H](NC(=O)OC(C)(C)C)C(C)C	-1	11	-8	-13	nt	nt	-6	7	nt
O=[N+]([O-])c1cc(C(F)(F)F)ccc1NCCCCNS(=O)(=O)c1ccc2ccccc2c1	12	-16	16	-4	nt	nt	-22	2	nt
O=C(C1Cc2ccccc2CN1S(=O)(=O)c1ccc(F)cc1)N1CCOCC1 (stereo unspecified)	nt	-6	5	-16	3	-7	-6	20	6
O=C(Nc1ccc(NC(=O)c2ccco2)cc1)c1cnccn1	-5	4	0	-17	1	2	-37	-6	8
O=C(CSCc1ccccn1)Nc1ccccc1	3	-17	21	-4	10	0	-4	0	9
COC(=O)c1cc(NC(=O)c2cccc(C(F)(F)F)c2)c(=O)oc1C/C=N/OCc1cccc(Cl)c1Cl	-1	2	-5	nt	4	-3[fluorescence artefact?]	0	22	3
Cc1cccc(-c2noc(CCCC(=O)Nc3cccnc3)n2)c1	42	-11	9	-2	nt	nt	-32	4	nt
CCC(=O)Nc1nc2ccc(S(C)(=O)=O)cc2s1	-2	-6	12	13	-8	16	9	22	12
Cc1ccc(CSc2nc3c(c(SCC(=O)O)n2)CCCC3)cc1	-33	-1	3	-13	nt	nt	-8	5	nt
COc1cc(C(=O)NCc2ccc(C)cc2)ccc1OCc1c(C)noc1C	-8	22	-21	-1	9	-14	30	22	7
CC(C)OC(=O)CSc1nnc(CNc2nc(-c3ccccc3)cs2)n1C	-13	3	-3	-3	2	-6	-14	4	12
COc1cc(C)nc(OCCNC(=O)COc2ccc(Cl)cc2Cl)n1	-18	8	-5	-4	6	-5	1	3	7
COC(=O)c1oc2ccc(Br)cc2c1NC(=O)c1ccccc1	6	4	-3	-12	1	-8	-15	-5	7
O=c1oc(Nc2ccccc2F)nc2ccccc12	-6	1	-3	-101	nt	nt	-38	-3	nt
Cc1nc2scc(-c3cccs3)c2c(=O)n1-n1cccc1	3	nt	nt	1	-2	15	-18	22	5
CC(=O)c1ccc(OCCCC(=O)N2CCN(S(=O)(=O)c3cccs3)CC2)cc1	18	nt	nt	-2	7	-6[fluorescence artefact?]	-2	-8	8
Cc1ccc(Nc2nc(N)nc(CN3CCN(Cc4ccc5c(c4)OCO5)CC3)n2)cc1Cl	24	-10	9	-6	3	-8	-46	3	11
COc1ccc(C(=O)c2cn[nH]c2-c2cc(Cl)ccc2O)cc1	4	0	0	-5	-3	0	-7	-7	5
N/C(=N\OC(=O)c1ccccc1[N+](=O)[O-])c1cccnc1	10	10	-7	3	nt	nt	-7	-2	nt
O=C(Cn1[nH]c(=O)c2ccccc2c1=O)NC1CCCCCC1	-10	68	-67	11	-7	8[fluorescence artefact?]	11	-4	6
Additional compounds follow.
SMILES	F-actin modifier	sEH inhibitor	sEH activator	HUVEC tox IL1B	Smad3 inh	ERb SRC1 inh	TNFa cytotox	VCAM1 TNFa inh	Calb biofilm kill
CCOC(=O)c1c(N)nn(C(=O)C(C)C)c1-c1ccc(OC)cc1	-14	-5	4	-91	-7	-5	-6	9	1
COCC(C)NS(=O)(=O)c1ccc(OC)cc1 (stereo unspecified)	23	8	-8	7	-5	-12	-16	5	5
COC(=O)C1=C(C)NC(=O)/C1=C\c1cc(C)n(-c2ccccc2C)c1C	-4	12	-11	-64	4	-4	-2	-4	4
CN(Cc1ccccc1)C(=O)CSc1nnc(-c2ccco2)n1-c1ccccc1	2	-11	10	-5	-2	-5	-7	-5	-4
Cc1ccc(Cc2c(C)nc3nc(SCC(=O)NCCN4CCOCC4)nn3c2C)cc1	nt	-8	5	10	16	-8	-9	10	-3
CNC(=O)NC(=O)CSc1cccc(C(F)(F)F)c1	11	6	-4	0	-7	11	-4	0	8
Cc1cc(-c2c(C)[nH]n(-c3ccc(Cl)cc3)c2=O)n(-c2ccc(Cl)cc2)n1	-6	5	-4	-21	nt	nt	-10	-7	nt
O=C(CN1CCOCC1)Nc1ccc(OCc2ccccc2)cc1	-19	4	-2	11	-6	12[fluorescence artefact?]	7	-1	4
CCCCN(C)CCNC(=O)c1ccc2c(c1)NC(=O)C(N1CCCCC1)S2 (stereo unspecified)	-11	33	-35	-102	3	-3	-18	-11	8
CCc1cc(=O)oc2cc(OC(C)=O)cc(OC(C)=O)c12	-4	5	-2	-5	8[fluorescence artefact?]	5	-14	-2	5
Cc1ccc(-c2noc(CCC(=O)NCCN3CCc4ccccc4C3)n2)cc1	4	1	3	14	nt	nt	-16	12	nt
Fc1ccc(C(c2nnnn2Cc2ccccc2)N2CCSCC2)cc1 (stereo unspecified)	-20	1	-2	-7	-3	-4[fluorescence artefact?]	-20	-15	5
CCOC(=O)C1=C(C)N(C)C(=O)NC1c1c(C)nn(-c2ccc(C)cc2)c1Cl (stereo unspecified)	-19	2	0	3	-3	2[fluorescence artefact?]	-11	-8	1
S=C1NCCOCCOCCOCCN1	-38	-4	4	-17	-10	-1	-26	3	8
COc1ccccc1/C=N/NC(=O)C1=NNC(c2ccccc2)(c2ccccc2)C1	5	-21	20	-21	9	-2	-2	8	5
CCCOc1ccc(N2C(=O)CC(N3CCN(C(=O)c4ccco4)CC3)C2=O)cc1 (stereo unspecified)	46	-5	6	-1	nt	nt	-41	3	nt
CCOC(=O)C(=O)Nc1nnc(C2CCCCC2)s1	6	12	-12	-40	-2	0	-42	8	-2
O=C(c1ccc2c(c1)OCO2)N1CCNc2ccccc2C1	-11	-20	15	-11	8	7	-3	-11	11
CC1=NN(Cc2ccccc2)C(=O)/C1=C\c1ccc(N(C)C)cc1	12	-8	6	4	nt	nt	8	-14	nt
COc1nc(N)c(S(=O)(=O)c2ccccc2)cc1C#N	36	12	-10	1	nt	nt	-10	7	nt
Nc1nc(-c2c[nH]c3ccccc23)cs1	-40	2	-2	-2	12[fluorescence artefact?]	17[fluorescence artefact?]	-30	8	8
OC1(c2ccc(Br)cc2)CCNCC1	11	2	-4	-75	8	-7	69	28	7
C=CCn1c(SCC(=O)N2CCCC2)nc2cc(C(=O)NCC3CCCO3)ccc2c1=O (stereo unspecified)	-11	-22	18	13	12	-8	57	63	9
CC(C)NC(=O)COc1ncnc2sccc12	-23	-4	6	-6	-9	5	14	0	-4
Cc1cc(=O)oc2cc(OC(C)C(=O)Nc3nccs3)ccc12 (stereo unspecified)	7	3	2	-26	2	-10[fluorescence artefact?]	-15	21	8
The results go on.
SMILES	F-actin modifier	sEH inhibitor	sEH activator	HUVEC tox IL1B	Smad3 inh	ERb SRC1 inh	TNFa cytotox	VCAM1 TNFa inh	Calb biofilm kill
O=C(Oc1ccccc1Cl)c1ccccc1P(=O)(O)O	nt	-7	3	-10	-2	10[fluorescence artefact?]	-20	16	1
Cc1cc(C)c2nc(SC(C)C#N)cc(C)c2c1 (stereo unspecified)	17	0	1	-56	3	-10	-12	3	2
CN(C)CCNC(=O)Cn1nc(C(F)F)cc1C1CC1	4	3	3	-8	4	-20	-11	15	-2
O=C(OC(C(=O)NCc1cccs1)c1ccccc1Cl)c1ccco1 (stereo unspecified)	14	3	1	-36	6	2	-47	12	7
O=C(NCCc1ccccn1)C1CC(=O)N(Cc2ccccc2Cl)C1 (stereo unspecified)	-33	nt	nt	6	-2	2[fluorescence artefact?]	37	35	4
Cc1ccc2cc(C#N)c(NCCCNC(=O)C3CCCO3)nc2c1 (stereo unspecified)	3	0	3	-5	nt	nt	-14	15	nt
CCNC(=O)Cc1ccc(NS(=O)(=O)c2ccc(F)cc2)cc1	17	7	-5	-10	4	-4	-8	-3	1
COc1ccc(CCC(=O)Nc2ccc(N3CCOCC3)cc2)cc1	-4	-3	5	-18	nt	nt	-16	-21	nt
Cc1cnc(C(=O)OCC(=O)NC23CC4CC(CC(C4)C2)C3)cn1	-1	5	-4	-3	nt	nt	-11	2	nt
COc1ccc(OC)c(NC(=O)C2CC(=O)N(c3ccc(Br)cc3)C2)c1 (stereo unspecified)	40	-3	4	-51	nt	nt	-63	-9	nt
O=S(=O)(c1ccc(OCC(O)CN2CCc3ccccc3C2)cc1)N1CCOCC1 (stereo unspecified)	-9	3	-4	-21	-6	-4	20	-1	7

14 structures from above, ordered by length of the SMILES, rising.
SMILES	F-actin modifier	sEH inhibitor	sEH activator	HUVEC tox IL1B	Smad3 inh	ERb SRC1 inh	TNFa cytotox	VCAM1 TNFa inh	Calb biofilm kill
O=C(CSCc1ccccn1)Nc1ccccc1	3	-17	21	-4	10	0	-4	0	9
Nc1nc(-c2c[nH]c3ccccc23)cs1	-40	2	-2	-2	12[fluorescence artefact?]	17[fluorescence artefact?]	-30	8	8
Cc1cc(C)c2nc(SC(C)C#N)cc(C)c2c1 (stereo unspecified)	17	0	1	-56	3	-10	-12	3	2
O=C(Oc1ccccc1Cl)c1ccccc1P(=O)(O)O	nt	-7	3	-10	-2	10[fluorescence artefact?]	-20	16	1
O=C(c1ccc2c(c1)OCO2)N1CCNc2ccccc2C1	-11	-20	15	-11	8	7	-3	-11	11
Cc1nc2scc(-c3cccs3)c2c(=O)n1-n1cccc1	3	nt	nt	1	-2	15	-18	22	5
Cc1ccc(NC(=O)c2cccs2)cc1NC(=O)c1ccco1	-10	5	-2	-1	-10	1[fluorescence artefact?]	-32	21	2
Cc1cccc(-c2noc(CCCC(=O)Nc3cccnc3)n2)c1	42	-11	9	-2	nt	nt	-32	4	nt
Cc1ccc(CSc2nc3c(c(SCC(=O)O)n2)CCCC3)cc1	-33	-1	3	-13	nt	nt	-8	5	nt
COc1cc(C)nc(OCCNC(=O)COc2ccc(Cl)cc2Cl)n1	-18	8	-5	-4	6	-5	1	3	7
COc1ccc(C(=O)c2cn[nH]c2-c2cc(Cl)ccc2O)cc1	4	0	0	-5	-3	0	-7	-7	5
CCOC(=O)c1c(N)nn(C(=O)C(C)C)c1-c1ccc(OC)cc1	-14	-5	4	-91	-7	-5	-6	9	1
COc1ccccc1/C=N/NC(=O)C1=NNC(c2ccccc2)(c2ccccc2)C1	5	-21	20	-21	9	-2	-2	8	5
Cc1[nH]c(=O)[nH]c(=O)c1/C=N/NC(=O)[C@@H](NC(=O)OC(C)(C)C)C(C)C	-1	11	-8	-13	nt	nt	-6	7	nt
